FBW7 act: FBW7 E3 ligase activators, primary screen, biochemical, AlphaScreen, human; AlphaScreen FBW7–phospho-cyclin E peptide binding, activator screen; 650,000 tested, 0.13% active; normalized activity (activation), % at 26.1 µM; in the data active = normalized activity above about 1.9%;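 note: purified mutant Fbw7 with reduced substrate affinity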
Target sequence (Q969H0 whole entry, looked up): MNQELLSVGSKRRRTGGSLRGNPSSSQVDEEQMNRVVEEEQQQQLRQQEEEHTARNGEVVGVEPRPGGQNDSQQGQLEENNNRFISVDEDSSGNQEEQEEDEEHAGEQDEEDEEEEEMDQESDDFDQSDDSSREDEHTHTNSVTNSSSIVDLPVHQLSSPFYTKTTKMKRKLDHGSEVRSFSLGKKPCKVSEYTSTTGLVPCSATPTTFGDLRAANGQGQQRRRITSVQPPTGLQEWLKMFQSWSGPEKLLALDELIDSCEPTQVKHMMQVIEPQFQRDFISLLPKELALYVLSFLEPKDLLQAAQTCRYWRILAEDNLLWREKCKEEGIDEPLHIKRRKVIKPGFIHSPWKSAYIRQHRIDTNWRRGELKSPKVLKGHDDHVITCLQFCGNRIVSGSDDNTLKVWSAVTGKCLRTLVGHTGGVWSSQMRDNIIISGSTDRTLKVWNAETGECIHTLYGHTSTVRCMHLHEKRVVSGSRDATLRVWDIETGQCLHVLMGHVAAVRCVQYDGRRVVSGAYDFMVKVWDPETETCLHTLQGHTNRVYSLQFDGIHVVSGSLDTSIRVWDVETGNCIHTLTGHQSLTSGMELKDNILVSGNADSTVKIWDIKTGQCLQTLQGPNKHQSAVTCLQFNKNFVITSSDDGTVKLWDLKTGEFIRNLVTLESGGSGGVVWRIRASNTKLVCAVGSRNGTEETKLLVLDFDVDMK
GPR151 activ: activators of human GPR151, primary screen, cell-based, PathHunter beta-arrestin, luminescence; G-protein coupled receptor 151 (Homo sapiens), Q8TDV0; PathHunter beta-arrestin GPR151 cells; activation, % at 11.2 µM; 650,000 tested, 1% active; in the data active = activation above about 4.9%;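 note: 0% = median of compound wells and 100% = cells with positive control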
TEAD-YAP block: TEAD-YAP interaction inhibition, primary screen, TEAD-YAP interaction inhibitor project, luminescence, HEK-TIYL cells. 640,000 tested, 1.4% active. TEAD-Gal4/YAP UAS-luciferase luminescence. inhibition, % at 9.12 µM. AID 1259422, 2018; in the data active = inhibition above about 32%;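 note: 0% = median of test compound wells and 100% = reference inhibitor wells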
MITF primary: MITF inhibitors, primary screen, biochemical, AlphaScreen, human; Microphthalmia-associated transcription factor (Homo sapiens), O75030; AlphaScreen MITF homodimerization, bead proximity signal; inhibition, % at 2.6 µM; 650,000 tested, 0.91% active; in the data active = inhibition above about 50%;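 note: 0% = vehicle wells with protein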
* hit, by the source's call.

SMILES	FBW7 act	GPR151 activ	TEAD-YAP block	MITF primary
CCCC(=O)N(CC(=O)Nc1sc(C)c(C)c1C(N)=O)C1CCCC1	-0.1	-0.7	2	14
COc1ccccc1/C=C(\NC(=O)c1ccc(OC)c(OC)c1)C(=O)Nc1cccc(C(F)(F)F)c1	0.2	1.5	-6	8
CCCCNC(=O)Oc1ccc2sc(=O)oc2c1	0.0	0.8	9	2
COC(=O)c1c(NC(=O)C(F)(F)F)sc2c1CCC(C)C2 (stereo unspecified)	-0.1	0.3	3	-1
CCOC(=O)N1CCN(C(=S)NC(=O)c2cncc(Br)c2)CC1	0.1	-0.2	4	1
Cc1csc(NC(=O)CSc2nnc(-c3ccoc3C)n2C(C)c2ccccc2)n1 (stereo unspecified)	0.0	-0.2	-1	10
Cc1nn(CC(=O)Nc2ccc(O)cc2)c(C)c1[N+](=O)[O-]	0.4	6.1*	6	19
CC(C)n1c(-c2ccc(C(N)=O)cc2)nc2c(NC3CCN(Cc4ccccc4)CC3)ncnc21	0.3	0.4	1	11
Cc1ccc(CN[C@H]2C[C@H]3C(=O)N[C@@H](C)C(=O)N3C2)cc1F	0.1	-0.6	-1	-3
COCCNC(=O)[C@@H]1C[C@H](NC(C)C)CN1C1Cc2ccccc2C1	-0.1	1.4	-2	4
CC(=O)Nc1ccc(Oc2ccc3c(c2)C(=O)N(c2ccc(NC(C)=O)cc2)C3=O)cc1	0.0	0.2	8	-4
Cc1ccc2oc(=O)cc(CSc3nc(C)cc(C)c3C#N)c2c1	0.1	-2.2	51*	-7
COc1ccc(-n2nc(C(=O)NCC(=O)NCCCN3CCN(C)CC3)c3ccccc3c2=O)c(OC)c1	-0.1	0.1	-1	6
CCn1c(=O)c2c(nc3n(-c4cc(Cl)ccc4C)c(C)c(C)n23)n(C)c1=O	-0.1	1.2	5	4
Cc1nc2sccn2c1CN1CCN(CCc2ccccc2)C(CCO)C1 (stereo unspecified)	0.2	-2.1	-5	19
CC(C)(C)c1cc(S(=O)(=O)Nc2ccc(C(F)(F)F)cc2)cc(C(C)(C)C)c1F	0.2	-0.4	15	-10
CS(=O)(=O)Nc1cccc(C2=NN(S(C)(=O)=O)C(c3ccc4c(c3)OCO4)C2)c1 (stereo unspecified)	0.8	-1.5	-22	20
O=C(Nc1ccc(Cl)cc1)c1ccc([N+](=O)[O-])cc1	0.0	-0.7	-53	-13
O=C(/C=C/c1ccccc1)NCCOc1ccccc1	0.0	0.2	-46	-18
COc1cc(/C=N\NC(=O)Cc2nnc(N)s2)cc(OC)c1OC	0.0	-0.8	-5	-12
COc1ccc([N+](=O)[O-])cc1-n1c(C)cc(/C=C2/NC(=O)N(c3ccccc3)C2=O)c1C	0.2	3.4	10	15
C/C(=N\NS(=O)(=O)c1ccc(Cl)cc1)c1ccc(NC(=O)c2ccco2)cc1	0.1	-2.2	-39	-3
CCCCOc1ccc(C2(C)CC(=O)N(C)C2=O)cc1 (stereo unspecified)	0.0	1.2	-25	9
C=CCN1C(=O)C(O)(CC(=O)c2ccc(OCC)cc2)c2ccccc21 (stereo unspecified)	-0.1	1.1	-11	-14
COc1ccc(C2C3C(=O)N(c4ccc([N+](=O)[O-])cc4)C(=O)C3N3CCCN23)cc1 (stereo unspecified)	-0.2	1.1	15	2
CCS(=O)(=O)N1CCC(C(=O)NC2CCCCC2C)CC1 (stereo unspecified)	0.0	0.1	0	-11
Cc1ccc(NC(=O)/C(=C/c2ccc(Br)cc2)NC(=O)c2ccccc2F)cc1	-0.1	-0.5	1	0
O=C1NC(=S)N/C1=C/c1cccn1-c1ccc([N+](=O)[O-])cc1	0.6	-0.2	-5	14
CC(=O)Nc1ccc(C(=O)CSc2nc(C)cs2)cc1	-0.1	0.1	-31	6
Cc1cnc(NC2CCN(Cc3ccccc3)CC2)nc1NC1CCN(Cc2ccccc2)CC1	-0.1	1.0	4	-2
CCOc1cc(/C=C2\SC(=N)N(c3ccc4c(c3)OCO4)C2=O)ccc1OCc1ccc(F)cc1	0.0	-0.1	7	11
Cc1nn(C)cc1CN1CCCC(CNC(=O)c2ccc(-c3ccccc3)cc2)C1 (stereo unspecified)	0.0	-0.7	13	6
CC1CCCCC1NC(=O)CCN1C(=O)COc2ccccc21 (stereo unspecified)	-0.1	1.3	1	11
CC(=O)NC1=NN(C(C)=O)C2(S1)C(=O)N(C)c1ccc(F)cc12 (stereo unspecified)	0.1	0.6	0	-6
CCc1ccccc1NC(=O)c1sc2[nH]c(=O)c(C(=O)O)cc2c1N	-0.1	0.6	-3	-4
Cn1c(N2CCCC(C(=O)NC3CCCC3)C2)nc2ccccc21 (stereo unspecified)	-0.1	-0.4	-1	-5
Cc1sc2nc(C(C)Sc3nnnn3C)[nH]c(=O)c2c1C (stereo unspecified)	0.1	-1.9	0	-3
CCOc1ccc(-c2c(C#N)c(N)nc(SCC#N)c2C#N)cc1	-0.1	1.0	-36	-4
O=C(C1CCC(CNS(=O)(=O)c2cccs2)CC1)N1CCCCC1 (stereo unspecified)	0.0	1.3	2	-4
CCOCCOc1ccc2ccccc2n1	0.0	3.0	-12	7

Ordered by heavy-atom count (low to high): four of the compounds above
SMILES	FBW7 act	GPR151 activ	TEAD-YAP block	MITF primary
CCOc1ccc(-c2c(C#N)c(N)nc(SCC#N)c2C#N)cc1	-0.1	1.0	-36	-4
CCc1ccccc1NC(=O)c1sc2[nH]c(=O)c(C(=O)O)cc2c1N	-0.1	0.6	-3	-4
Cc1ccc(NC(=O)/C(=C/c2ccc(Br)cc2)NC(=O)c2ccccc2F)cc1	-0.1	-0.5	1	0
COc1ccc([N+](=O)[O-])cc1-n1c(C)cc(/C=C2/NC(=O)N(c3ccccc3)C2=O)c1C	0.2	3.4	10	15

The listing picks up; the five compounds before the break are reprinted first.
SMILES	FBW7 act	GPR151 activ	TEAD-YAP block	MITF primary
Cn1c(N2CCCC(C(=O)NC3CCCC3)C2)nc2ccccc21 (stereo unspecified)	-0.1	-0.4	-1	-5
Cc1sc2nc(C(C)Sc3nnnn3C)[nH]c(=O)c2c1C (stereo unspecified)	0.1	-1.9	0	-3
CCOc1ccc(-c2c(C#N)c(N)nc(SCC#N)c2C#N)cc1	-0.1	1.0	-36	-4
O=C(C1CCC(CNS(=O)(=O)c2cccs2)CC1)N1CCCCC1 (stereo unspecified)	0.0	1.3	2	-4
CCOCCOc1ccc2ccccc2n1	0.0	3.0	-12	7
COc1ccccc1C1(CC(=O)N2CCN(c3cc(C)ccc3C)CC2)CC(=O)N(C)C1=O (stereo unspecified)	-0.1	0.1	-12	-3
CCOC(=O)N1CC=C2C(C#N)=C(N)C(C#N)(C#N)C(CCc3ccccc3)C2C1 (stereo unspecified)	0.1	0.6	5	1
COc1cccc2sc(NC(=O)c3ccc(S(=O)(=O)N4CCCC4)cc3)nc12	0.0	0.4	8	15
CCNC(=O)C(CCSC)NS(=O)(=O)c1ccc(C)cc1 (stereo unspecified)	0.2	-1.3	5	11
CC(C)NC(=O)/C(C#N)=C/c1ccccc1	0.1	-0.1	-1	13
CC1=CCC(C(=O)Nc2ccccc2)C(c2ccc([N+](=O)[O-])cc2)C1 (stereo unspecified)	0.0	-0.5	3	-2
Cc1nc(NC(=O)CSc2nnc(-c3cccnc3)n2C)sc1C	-0.1	0.6	8	3
CC12COC3(C(=O)NCC(F)(F)F)CC1CCC32C (stereo unspecified)	-0.1	0.6	8	-1
Cc1ccc(NC(=O)CCC(=O)NNC(=O)Nc2cccc(Cl)c2)c(C)c1	0.9	-1.3	7	10
C=CCOc1ccc(Cl)cc1C=C1C(=O)NC(=S)NC1=O	-0.1	-1.0	3	9
CNC(=O)c1ccc(N(Cc2ccccc2C)S(C)(=O)=O)cc1	-0.1	4.1	2	14
O=C(NCC1CCC2(CCN(Cc3cn[nH]c3-c3ccccc3)CC2)O1)c1ccccc1 (stereo unspecified)	-0.1	0.4	3	3
COC(=O)CSc1nnc(-c2cccc(OC)c2)n1C	1.2	-0.4	8	13
C=CCn1c(SCCCCN2C(=O)c3ccccc3C2=O)nc2sc3c(c2c1=O)CCC(C)C3 (stereo unspecified)	-0.2	0.5	3	-2
CCCCN(CC)Cc1c(O)ccc2c3c(c(=O)oc12)CCC3	-0.1	-0.6	1	-5
Cc1ccc(/C=N/N(CCO)C2=NS(=O)(=O)c3ccccc32)o1	0.2	2.5	4	-6
O=C1NCCN(CC(c2ccccc2)c2ccccc2)C1CC(=O)N1CCCCCC1 (stereo unspecified)	-0.1	-0.7	-10	1
Fc1ccc(C2C=C(c3ccc(F)cc3F)Nc3ncnn32)cc1 (stereo unspecified)	0.0	-2.0	10	3
CCOc1ccc(/C=c2/sc3nc4ccccc4n3c2=O)cc1Br	0.7	-1.3	9	13
Cc1ccccc1CC(=O)c1ccc(O)cc1O	0.0	-0.1	9	2
CC(C)Oc1ccc(CN2CCc3nnc(C(NS(C)(=O)=O)C(C)C)n3CC2)cc1 (stereo unspecified)	0.2	-1.1	-2	2
CC(NS(=O)(=O)c1ccccc1[N+](=O)[O-])C(=O)O (stereo unspecified)	-0.1	-0.6	1	6
COc1ccc(CCc2nnc(CCC(=O)NCCCOC(C)C)o2)cc1	-0.2	2.6	-20	-6
Cc1nnc(N/N=C/c2cc([N+](=O)[O-])cc([N+](=O)[O-])c2O)n1N	-0.3	0.8	7	15
O=[N+]([O-])c1ccc(NC(=S)NCCCn2ccnc2)cc1	0.3	2.3	13	2
COc1ccc(C)cc1S(=O)(=O)NCC(CC(=O)O)c1ccccc1 (stereo unspecified)	-0.1	-0.1	-8	-4
c1ccc(CN2CCC(Nc3ncnc4nc(-c5ccc(N6CCOCC6)nc5)[nH]c34)CC2)cc1	-0.1	0.7	-19	-5
O=C(Cn1cnc2ccccc2c1=O)NCC(=O)N1CCN(Cc2ccccc2)CC1	-0.1	0.7	0	5
C/C(CC(=O)Nc1ccc(F)cc1)=N\NC(=O)C(c1ccccc1)c1ccccc1	0.0	1.2	-2	-12
COc1ccc(S(=O)(=O)N2CCN(c3c(C)cccc3C)CC2)cc1	0.3	1.9	5	18
O=C(c1ccncc1)N1CCN(Cc2ccc(Br)cc2)CC1	-0.3	10*	2	77*
COc1ccc(OC)c(CNC(=O)CCNC(=O)Cn2ccc3ccccc3c2=O)c1	0.7	-0.8	8	20
O=C(OCc1cccc(OC(F)F)c1)c1ccncc1	-0.1	2.5	-25	12
CCOC(=O)c1sc2nc(SCC(=O)Nc3ccc(N(C)C)cc3)n(Cc3ccccc3)c(=O)c2c1C	0.0	-0.5	-4	1
CN(C)P(=NC(=O)COc1ccc(Cl)cc1Cl)(N(C)C)N(C)C	0.1	0.3	6	2
COc1ccc(CN2CSC3=C(C#N)C(c4cccc(OC)c4)CC(=O)N3C2)cc1 (stereo unspecified)	0.1	-1.1	6	6
N#C/C(=C\c1ccc(Cl)cc1)C(=O)OCC(=O)NCc1ccco1	-0.1	-0.6	5	-9
CC(=O)C(Cc1ccc(Cl)c(Cl)c1)SC#N (stereo unspecified)	-0.1	1.1	2	-2
Cc1ccc(N2C(=O)C3C(c4ccc(Cl)cc4Cl)OC4(C(=O)c5ccccc5C4=O)C3C2=O)cc1 (stereo unspecified)	-0.1	-0.5	-7	12
O=C1CC2(CCCC2)Oc2ccc(O)cc21	-0.1	-0.3	-7	-7

Continued; it opens with the five that closed the last part.
SMILES	FBW7 act	GPR151 activ	TEAD-YAP block	MITF primary
COc1ccc(CN2CSC3=C(C#N)C(c4cccc(OC)c4)CC(=O)N3C2)cc1 (stereo unspecified)	0.1	-1.1	6	6
N#C/C(=C\c1ccc(Cl)cc1)C(=O)OCC(=O)NCc1ccco1	-0.1	-0.6	5	-9
CC(=O)C(Cc1ccc(Cl)c(Cl)c1)SC#N (stereo unspecified)	-0.1	1.1	2	-2
Cc1ccc(N2C(=O)C3C(c4ccc(Cl)cc4Cl)OC4(C(=O)c5ccccc5C4=O)C3C2=O)cc1 (stereo unspecified)	-0.1	-0.5	-7	12
O=C1CC2(CCCC2)Oc2ccc(O)cc21	-0.1	-0.3	-7	-7
COC(=O)c1ccc2c(=O)n(CCN3CCOCC3)c(SCC#N)nc2c1	0.0	-0.2	5	4
C=C(C)CSc1nc2sc3c(c2c(=O)n1-c1ccc(OC)cc1)CC(C)(CC)OC3 (stereo unspecified)	1.2	-0.4	-1	-2
COC(=O)c1ccc(COc2ccc(/C=N/Nc3nc(C)cc(C)n3)cc2OC)cc1	0.0	0.4	-11	9
COc1cc2c(cc1OC)C(Nc1ccccc1)=NC(C)(C)C2	0.6	0.4	4	3
O=C(CSc1nc2ccc(Nc3nc(Nc4ccccc4)nc(N4CCCC4)n3)cc2s1)c1ccc(Br)cc1	0.2	-0.8	-10	30

Compound activity as filed in PubChem BioAssay.

Compounds as they come. About 3.4% of those tested had a hit in this group.
